High-throughput results deposited in PubChem BioAssay by several laboratories.
PhoP inhibition – PhoP-dependent GFP reporter repression – Salmonella Typhimurium, primary screen (AID 1863) | 0.16% of 300,000 active | inhibition, % at 50 µM, or IC50 in µM where a hit was titrated | S. Typhimurium PhoP-regulated promoter GFP reporter, 4 h; higher % means a stronger effect;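 active = inhibition over 29.93%, a cutoff 3 SD above the screen mean, later confirmed by dose response; inconclusive = inhibition over 29.93% but no dose response follow-up; inactive = inhibition at most 29.93% or unconfirmed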;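 also: 0% = low Mg2+ inducing control and 100% = high Mg2+ repressing control; strong numbers were not always called active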
Siah-1 displacement – blockers of Siah-1 interaction with plectin peptide – biochemical, fluorescence polarization, rhodamine-plectin, uHTS, primary screen (AID 1817); Siah-1 / rhodamine-plectin peptide fluorescence polarization; higher % means a stronger effect; 0.02% of 290,000 active; one-dose displacement, % at 20 µM; IC50 in µM for titrated hits;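 active = displacement of at least 50% at 20 µM, with a fluorescence ratio check between 0.3 and a set limit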;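 also: plate controls were Siah plus tracer with DMSO for no effect and tracer alone without Siah for full effect; strong numbers were not always called active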
West Nile virus CPE – West Nile virus antiviral activity, cell-based, CPE readout (AID 1621). West Nile virus-infected cells, CPE inhibition; higher % means a stronger effect. one-dose CPE inhibition, % at 10 µM; IC50 in µM for titrated hits. 0.02% of 290,000 active; in the data active = a potency from the dose series; inconclusive = CPE inhibition mostly from about 3.7% at the one dose, without a potency; inactive = the rest, 99 in 100 with CPE inhibition below about 2.2%; also: strong numbers were not always called active
* hit, by the source's call; u = inconclusive.

SMILES	PhoP inhibition	Siah-1 displacement	West Nile virus CPE
CCOc1ccc(C(=O)Nc2ccc(NC(=O)c3ccccc3)cc2)cc1Br	-1%	2%	-0.4%
O=C(O)COCC(=O)N1CCN(c2cc(C(F)(F)F)nc3ccccc23)CC1	-1%	-4%	1.4%
CC(=O)c1ccc(C(=O)N2CCC(n3nccc3NC(=O)C3CC3)CC2)cc1	-4%	-3%	-0.4%
Cc1ccc(C)c(NC(=S)N2CCN(S(C)(=O)=O)CC2)c1	-3%	2%	-0.4%
Cc1cc(C(=O)Nc2ccc3c(c2)OCCO3)ccc1[N+](=O)[O-]	-5%	8%	-0.2%
O=C(NNS(=O)(=O)c1ccc([N+](=O)[O-])cc1)c1ccc([N+](=O)[O-])cc1	2%	15%	0.2%
N#C/C(=C\c1ccc(OCCN2CCOCC2)cc1)C(=O)Nc1ccccc1	-4%	-1%	0.4%
CCCN(S(=O)(=O)c1ccccc1F)S(=O)(=O)c1ccccc1Br	0%	-5%	-0.9%
O=S(=O)(Nc1cccc(-n2cnnn2)c1)c1cc(Cl)ccc1Cl	0%	0%	0.5%
COc1ccc(C(=O)NC23CC4CC(CC(C4)C2)C3)cc1OC	2%	2%	-0.4%
COc1ccccc1CCN1CCCC(CN(C)C(=O)c2ccco2)C1 (stereo not given)	-9%	7%	-0.7%
CC(=O)Nc1ccc(NC(=O)CCCCCn2nnc3ccccc3c2=O)cc1	1%	0%	-0.3%
CCc1ccc(N(C(=O)c2ccco2)C(C(=O)NC2CCCC2)c2ccncc2)cc1 (stereo not given)	0%	1%	-1.5%
COC(=O)N/N=C\c1ccc(OC/C=C/c2ccccc2)c(OC)c1	4%	-6%	-0.7%
COc1ccc(CCNC(=O)CSc2nnc(-c3ccco3)c(-c3ccco3)n2)cc1OC	-5%	-1%	-1.0%
Cc1cnc(C(=O)NC2CC(C)(C)Cc3c2cnn3-c2cccc(F)c2)cn1 (stereo not given)	-15%	8%	-1.5%
COc1ccc2nc(NC(=O)C34CC5CC(CC(NC(C)=O)(C5)C3)C4)sc2c1	4%	14%	-0.3%
Cc1cnc(NC(=O)COc2ccc3c(c2)CCC3)s1	0%	-6%	-0.4%
CC(C)[C@H](NC(=O)C1CCN(S(=O)(=O)c2ccccc2)CC1)C(=O)NCc1ccncc1	-1%	4%	-0.6%
Cc1cccc(NC(=O)CNC(=O)COC(=O)CCS(=O)(=O)c2ccccc2)c1C	1%	-4%	0.2%
COc1cccc(CNS(=O)(=O)c2cc(CN3C(=O)c4cccnc4C3=O)ccc2OC)c1	6%	-2%	0.3%
C=C(C)CN(CC)C(=O)CN1C(=O)NC2(CCCc3ccccc32)C1=O (stereo not given)	-3%	9%	-0.6%
Cc1cccc(C(=O)Nc2cc(NC(=O)c3cccs3)ccc2C)c1	2%	1%	-1.0%
O=C(Nc1ccc(Br)cc1)c1ccccc1Br	-6%	1%	-1.1%
COc1ccc(OCc2cc(C(=O)N(C)C(C)c3ccon3)no2)c(Cl)c1 (stereo not given)	3%	7%	-0.8%
COc1ccc(-c2cccc(C(=O)N3CCOCC3)c2)cc1	-6%	-4%	-0.3%
O=C(CCCN1C(=O)/C(=C/c2ccc(F)cc2)SC1=S)NC1CCS(=O)(=O)C1 (stereo not given)	-7%	4%	3.1%
COc1ccc(CCNC(=O)C(=O)NCC2OCCN2S(=O)(=O)c2ccc3c(c2)OCCO3)cc1 (stereo not given)	-4%	-2%	-1.2%
CCc1ccccc1NS(=O)(=O)c1c(C(=O)N2CCCCCC2)c(C)n(C)c1C	4%	0%	-0.4%
Oc1cccc(N2Cc3ccccc3C2)c1	6%	0%	u

Sorted by molar mass (largest number first): some entries from above.
SMILES	PhoP inhibition	Siah-1 displacement	West Nile virus CPE
CCc1ccc(N(C(=O)c2ccco2)C(C(=O)NC2CCCC2)c2ccncc2)cc1 (stereo not given)	0%	1%	-1.5%
COc1ccc(OCc2cc(C(=O)N(C)C(C)c3ccon3)no2)c(Cl)c1 (stereo not given)	3%	7%	-0.8%
Cc1cc(C(=O)Nc2ccc3c(c2)OCCO3)ccc1[N+](=O)[O-]	-5%	8%	-0.2%

More structures follow.
SMILES	PhoP inhibition	Siah-1 displacement	West Nile virus CPE
COc1ccc(NC(=O)c2sc3nc(C)cc(C)c3c2N)cc1	-2%	-1%	0.8%
Cc1cccc(C)c1N(CC(=O)NC1CCCCC1)C(=O)c1csnn1	-9%	0%	0.1%
COc1ccccc1/C=N/NC(=O)c1cc2c(ccc3ccccc32)o1	-2%	15%	-1.0%
COc1cc(NC(=S)NCCCN2CCOCC2)c(OC)cc1NC(=O)c1ccco1	2%	8%	-0.5%
COc1ccccc1/C=N/NC(=O)c1nnn(-c2nonc2N)c1-c1ccccc1	-2%	7%	0.0%
COC(=O)CCC(=O)Nc1cc(OC)c(OC)cc1Cc1nccc2cc(OC)c(OC)cc12	1%	1%	0.0%
Cc1ccccc1C(=O)NNC(=O)c1ccncc1	-5%	-1%	0.3%
Cc1ccccc1NC(=O)CCS(=O)(=O)c1ccc(Br)s1	3%	14%	-0.3%
C=CCn1c(=O)c(C(=O)NCc2ccc3c(c2)OCO3)c(O)c2cc(OC)c(OC)cc21	-3%	3%	-0.7%
O=C(c1ccccc1)C1CCN(C(=O)c2ccc(Cl)cc2)CC1	-1%	-7%	-1.5%
COc1ccc(C)cc1NC(=O)C1CCN(S(=O)(=O)c2cccc3nonc23)CC1	9%	-1%	-0.5%
COc1ccc(C(=O)NCCCNC(=O)c2ccccn2)cc1	3%	7%	-0.1%
COc1ccc(Cl)cc1N1C(=NC(=O)C2CCCCC2)SC2CS(=O)(=O)CC21 (stereo not given)	-4%	1%	-0.4%
Cc1cc(OCC(=O)Nc2ccccc2C(N)=O)c2c(C)cc(=O)oc2c1	2%	0%	-0.8%
COc1ccccc1OCc1nnc(SCC(=O)N2CCCC2)o1	2%	15%	0.1%
CC(=O)N1CCC(C(=O)NCCOc2ccc(C)cc2)CC1	-1%	-6%	-0.1%
CC(C)(C)OC(=O)N[C@@H](Cc1ccccc1)C(=O)NCC1CCC(C(=O)N[C@@H](CCC(N)=O)C(=O)O)CC1 (stereo not given in full)	-4%	-4%	-0.5%
C=CCOn1c(=O)c(-c2ccc(OCC)cc2)[n+]([O-])c2ccccc21	2%	6%	-0.7%
NS(=O)(=O)c1ccc(S(=O)(=O)N(CCc2ccccc2)Cc2ccccn2)cc1	-2%	0%	-2.0%
O=C(Nc1c2c(nn1-c1ccc(Cl)cc1)CS(=O)(=O)C2)c1ccccc1	-5%	4%	-1.2%
CCCCN(C(=O)c1cc(=O)[nH]c2ccccc12)c1c(N)n(CCCC)c(=O)[nH]c1=O	-5%	0%	0.7%
CCCn1nnnc1NCc1ccc(OC)cc1	-4%	-3%	-0.4%
Cc1ccccc1NC(=O)Cc1nc(COC(=O)CSc2ccccc2)cs1	-3%	-5%	0.3%
CC(OC(=O)c1ccc2c(c1)S(=O)(=O)c1ccccc1C2=O)C(N)=O (stereo not given)	-6%	0%	-0.3%
CC(NC(=O)CSc1ccccc1)c1ccccc1 (stereo not given)	2%	9%	-0.7%
O=C1CCC(C(=O)N2CCSCC2)CN1CCc1cccc(F)c1 (stereo not given)	-2%	13%	-0.2%
CCNC(=S)N(CCN(C)C)Cc1cc2cc3c(cc2[nH]c1=O)OCO3	3%	-10%	-0.8%
CC(=O)Oc1ccccc1-c1nc(/C=C/c2ccccc2)no1	-5%	-1%	-0.3%
O=c1c2ccccc2nc(/C=C/c2ccccc2)n1CCCO	5%	-2%	-0.9%
Nc1ncc(Br)cc1S(=O)(=O)Nc1cc(C(F)(F)F)cc(C(F)(F)F)c1	1%	0%	-1.0%
Cc1ccc2c(C)c(C(=O)N(C)Cc3ccncn3)oc2c1C	-5%	14%	0.0%
Cc1ccc(NC2CCCN(C(=O)c3cn(C)c4ccccc34)C2)cc1C (stereo not given)	1%	4%	-0.6%
CC(=O)Nc1ccc(NS(=O)(=O)c2cccc3nonc23)cc1	0%	-1%	0.5%
COc1cccc(C(=O)OCC(=O)NCCNC(=O)COC(=O)c2cccc(OC)c2OC)c1OC	-3%	-1%	-0.6%
Cc1ncc([N+](=O)[O-])n1S(=O)(=O)c1cc(Br)ccc1Br	0%	-1%	0.1%
COc1cccc(/C=N/NC(=O)c2c(-c3ccccc3)noc2C)c1OC	2%	-2%	-0.2%
Cc1ccc(Cl)cc1NS(=O)(=O)c1ccc(-n2cccn2)cc1	8%	-1%	-0.4%
O=C(CNC(=O)C1COc2ccccc2O1)N/N=C\c1ccccc1Cl (stereo not given)	0%	-6%	0.3%
O=C(OCC(O)COc1ccccc1)c1ccc([N+](=O)[O-])cc1 (stereo not given)	23%	1%	-0.5%
O=C(NCCc1ccccc1)C(c1ccc(F)cc1)N(C(=O)c1csnn1)C1CC1 (stereo not given)	6%	11%	-1.2%
CCc1ccc(CNC(=O)C2CCN(S(=O)(=O)N3CC(C)CC(C)C3)CC2)cc1 (stereo not given)	-8%	3%	0.9%
Cc1cc(F)ccc1S(=O)(=O)Nc1ccc(O)c(Sc2ncn[nH]2)c1	-4%	-4%	0.4%
COc1ccc(NC(=O)Cn2cnc3sc(C)c(S(=O)(=O)N4CCOCC4)c3c2=O)cc1Cl	8%	-6%	-0.6%
COCCCNC(=O)c1c[nH]c2ccc(S(=O)(=O)N(C)c3ccccc3C)cc2c1=O	4%	-1%	0.0%
O=C(CCN1CCCO1)N1CCCC(N2CCN(c3ccccc3F)CC2)C1 (stereo not given)	-5%	-3%	0.0%
NCCSC1CC(=O)N(c2ccc(Cl)c(Cl)c2)C1=O (stereo not given)	4%	1%	-0.9%
CCOc1ccc(CNC(=O)CCCn2ccc3cc(S(=O)(=O)N4CCCC4)ccc32)cc1	-6%	7%	-0.8%
O=S(=O)(NCC(c1cccnc1)N1CCc2ccccc2C1)c1ccccc1 (stereo not given)	-3%	2%	-0.3%
Fc1ccc(/C=N/n2c(COc3ccccc3)n[nH]c2=S)cc1	3%	0%	0.2%
Cc1cc(=O)oc2cc(OCC(=O)NCCCn3ccnc3)ccc12	6%	6%	0.1%

Next section:
SMILES	PhoP inhibition	Siah-1 displacement	West Nile virus CPE
CCC(CC)CN1CCN=C1N(C)C	2%	-2%	-0.3%
O=C(Cc1cccs1)Nc1ccc(F)cc1	0%	3%	0.6%
Cc1ccc(OCC(=O)Nc2ccc(NC(=O)c3cccs3)cc2)c(C)c1	-2%	5%	-0.3%
COc1ccc(C2C(C(=O)c3ccc(C)o3)=C(O)C(=O)N2Cc2cccnc2)cc1OC (stereo not given)	3%	10%	-0.3%
O=C(c1cc(-c2ccc(Cl)cc2)on1)N1CCCCCC1	4%	1%	-0.4%
Cn1c(=O)c2c(nc(NCCNC(=O)c3ccco3)n2Cc2ccc(F)cc2)n(C)c1=O	-8%	-1%	0.0%
COc1ccc(C(=O)C2CCCN(Cc3ccc(NC(C)=O)cc3)C2)cc1OC (stereo not given)	-2%	5%	-1.1%
Cc1cc(NC(=O)COC(=O)C2CC(=O)N(c3ccc(C)c(Cl)c3)C2)no1 (stereo not given)	-6%	10%	0.4%
COc1ccc(CN2CCNC(=O)C2CC(=O)NC2CCCC2)c(C)c1C (stereo not given)	-7%	0%	-0.4%
CCOc1ccccc1NC(=O)Cn1nc(-c2ccco2)ccc1=O	3%	3%	-0.6%
CCOC(=O)Cn1c(-c2cccnc2)nc(-c2ccccc2)c1-c1ccccc1	7%	0%	0.0%
Cc1ccc(CCC(=O)Nc2ccccc2C(=O)O)o1	2%	2%	0.6%
CSCc1c(C(=O)NCCc2ccccn2)oc2ccccc12	3%	2%	-0.7%
COc1cccc(C(C(=O)NC2CCCC2)N(C(=O)c2ccco2)c2ccc(C(C)=O)cc2)c1OC (stereo not given)	2%	-3%	-0.8%
COC(=O)C1CCN(C(=O)COC(=O)C2CCN(S(=O)(=O)c3ccc4c(c3)OCCO4)CC2)CC1	-4%	2%	0.3%
CC(=O)N1c2ccc(S(=O)(=O)NCC3CCC(C(=O)NCc4ccc(C)o4)CC3)cc2CC1C (stereo not given)	-5%	6%	0.5%
Cc1cc(C)c(S(=O)(=O)c2cc(F)ccc2C)c(=O)[nH]1	3%	-2%	-0.5%
O=C(Nc1ccc(S(=O)(=O)NCc2ccco2)cc1)c1ccc(F)cc1	3%	-3%	-0.6%
COc1cc(C(=O)NC(=S)Nc2ccc(Cl)cn2)cc(OC)c1OC	-4%	4%	1.1%

Laid out differently: entries from further up.
> CSCc1c(C(=O)NCCc2ccccn2)oc2ccccc12
- PhoP inhibition: 3%
- Siah-1 displacement: 2%
- West Nile virus CPE: -0.7%
> COc1cccc(C(C(=O)NC2CCCC2)N(C(=O)c2ccco2)c2ccc(C(C)=O)cc2)c1OC (stereo not given)
- PhoP inhibition: 2%
- Siah-1 displacement: -3%
- West Nile virus CPE: -0.8%
> COC(=O)C1CCN(C(=O)COC(=O)C2CCN(S(=O)(=O)c3ccc4c(c3)OCCO4)CC2)CC1
- PhoP inhibition: -4%
- Siah-1 displacement: 2%
- West Nile virus CPE: 0.3%
> CC(=O)N1c2ccc(S(=O)(=O)NCC3CCC(C(=O)NCc4ccc(C)o4)CC3)cc2CC1C (stereo not given)
- PhoP inhibition: -5%
- Siah-1 displacement: 6%
- West Nile virus CPE: 0.5%

Only part of the results is shown; count on the stated rates, not on these rows.
